p53null 39C tox = qHTS Screen for Compounds that Selectively Target Cancer Cells with p53 Mutations: Cytotoxicity of p53 Null Cells at the Nonpermissive Temperature. AID 904, 2007. hit rate 0.97% among 55,000. Potency, µM (titrated, usually from 46.1 µM), inactives show at the top dose activity, negative = cell killing, most hits filed as cytotoxic. H1299 p53-null (neo) cells, 39C, ATPlite viability, 24 h;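 further: 0% = DMSO only and -100% = full killing by 100 µM tamoxifen; nearly all actives have a fitted effect of over 50% in size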
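Luminescent ATP signal reported cell survival after H1299 lines (neo, p53 null; or p53 A138V) received up to 46 uM compound and 24 hr incubation at 39C.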
p53null 32C kill = qHTS Screen for Compounds that Selectively Target Cancer Cells with p53 Mutations: Cytotoxicity of p53 Null Cells at the Permissive Temperature; H1299-neo p53 null cells, ATP luminescence, 24 h, 32C; Potency, µM (series often up to 46.1 µM), for the others: at the top dose activity change, negative = cytotoxicity, hits mostly cytotoxic; hit rate 0.62% among 55,000; AID 903, 2007;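 further: 0% = DMSO only and -100% = full killing by 100 µM tamoxifen; nearly all actives have a fitted effect of over 55% in size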
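H1299-neo (p53-null) cells, 600/well, were pre-incubated overnight at 37C, then exposed to compounds at up to 46 uM for 24 hr at 32C. Viability was measured as ATP content by luminescence, and AC50 values came from Hill fits.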
* marks the source's active call; other numbers are inactive results; ? = inconclusive; [ ] = remark or other dose. The call rests on the fitted dose curve; in most records, active means well fitted cell-killing curve with a large enough effect; inconclusive means small, poorly fitted or top-dose-only effect; inactive means no such curve, though single readings can be large or run the other way. Potency means the concentration at half of the fitted maximal effect. A portion of the library. The share of hits here may be higher or lower than overall.

SMILES | p53null 39C tox | p53null 32C kill
Cc1ccc(C2CC(c3ccccc3C)n3nc(N)nc3N2)cc1 (stereo not given) | 4.8% | -0.6%
Oc1c(C(c2cccs2)N2CCN(c3ccccc3)CC2)sc2ncnn12 (stereo not given) | 5.1% | 27.0%
COc1ccc(Nc2nc(N)nc(CSc3nnc(C)s3)n2)cc1 | -7.3% | -3.1%
O=C(Nc1cccc(Br)c1)c1ccc(Cl)c(S(=O)(=O)N2CCOCC2)c1 | 43.9%[activator] | 17.1%
CCOc1ccc2c(C)nc(NC3=NC(C)(C)C=C(C)N3)nc2c1 | 25.5% | 1.2%
O=C(NCC1CCCO1)C(c1ccc(F)cc1)N(Cc1ccc(F)cc1)C(=O)Cn1nnc(-c2cccs2)n1 (stereo not given) | 41.3%[activator] | 4.6%
Nc1c(C(=O)Nc2cccc(Cl)c2Cl)sc2nc(-c3cccnc3)ccc12 | 12.7% | 4.1%
COc1nc(NC2CCCCC2)nc(N2CCCCCC2)n1 | 26.5% | 4.6%
CC(C)N(C(=O)CSc1nnc(CNc2ccc(F)cc2)o1)C(C)C | 2.5% | -3.1%
COc1ccc(N2COC3c4cccc5cccc(c45)C32)cc1 (stereo not given) | -0.9% | -5.5%
C/C(=N\NC(=S)NCCc1ccccc1)c1ccc(C)cc1 | 8.7% | -7.6%
C/C(=N\NC(=O)c1nn(C)c(C)c1Br)c1ccc(NC(=O)c2ccccc2F)cc1 | 2.9%[1.84 µM] | 5.0%
COC(=O)C(C(=O)OC)C(C(C)C)C(C(=O)OC)C(=O)OC | -12.9% | 3.0%
CC1N(C)c2cccc3cccc(c23)N1C | 2.9% | -0.1%
O=C(CN1C(=O)c2ccccc2S1(=O)=O)Nc1cccnc1 | 21.5% | -2.3%
Nc1nonc1-c1noc(-c2ccccc2)n1 | -9.5% | -12.7%
O=C(c1cccc(Br)c1)N1CCN(C(=O)c2cccc(Br)c2)CC1 | 39.3%[activator] | 9.2%
CC(=O)c1oc2ccccc2c1NC(=O)CN1CCCCC1 | 12.3% | -6.7%
COc1ccc(S(=O)(=O)NCCC(=O)NC2CCCCCCC2)cc1 | -0.5% | 1.2%
Cc1ccc(S(=O)(=O)NNC(=O)C2CCN(Cc3ccccc3)CC2)cc1 | 1.9% | -11.1%
Cn1nc(OCC(N)=O)ccc1=O | 31.4% | 13.8%
CCc1nnc(NC(=O)/C=C/c2ccco2)s1 | -7.2%[1.84 µM] | -8.8%
CC(=O)CC(C)(C)S(=O)(=O)c1ccc(Oc2ccc(S(=O)(=O)C(C)(C)CC(C)=O)cc2)cc1 | 6.9% | 10.2%
COc1ccc(-n2ncc3c(NCC(C)C)ncnc32)cc1 | ? | ?
CCOC(=O)c1cn(CC)c2cc(N3CCOCC3)c(F)cc2c1=O | 1.5% | -6.6%
SMILES | p53null 39C tox | p53null 32C kill
COC(=O)C1=C(C)OC(N)=C(C#N)C1c1ccco1 (stereo not given) | -5.4% | -2.5%
Cc1ccc(C(=O)NC2CCN(C(=O)NC3CCCCC3)CC2)cc1 | 7.4% | -8.7%
CCOC(=O)C1C2C=CC3(CN(Cc4ccco4)C(=O)C13)O2 (stereo not given) | 0.2% | -10.4%
Cc1ccc(C(=O)NCCCN2CCOCC2)o1 | -4.5% | 5.8%
COC(=O)NC1CSCC1OC(=O)c1ccc(Br)cc1 (stereo not given) | 2.5% | 3.3%
CCN(CC)S(=O)(=O)c1ccc(C(=O)NCCCN=C2NS(=O)(=O)c3ccccc32)cc1 | -2.2% | -6.4%
CN(C)CCN(C(=O)c1cccc(Cl)c1)c1nc2c(Cl)cccc2s1 | -0.3% | -5.7%
COC(=O)C(O)(CC(=O)Nc1ccccc1OC)C(F)(F)F (stereo not given) | -15.2% | -7.4%
O=S(=O)(c1ccc(Cl)cc1)n1ccc2cccnc21 | -2.6% | -8.8%
O=c1cc(N2CCCC2)[nH]c(=O)n1-c1ccc(Cl)cc1 | 17.4% | -8.3%
Cn1c(SCC(=O)CC(=O)Nc2ccccc2)nnc1-c1ccc(O)cc1 | 3.7% | -1.9%
COc1ccccc1N1CCN(C(=O)c2cc(-c3cccs3)on2)CC1 | 5.7% | -9.3%
CSc1oc(-c2ccc(F)cc2)nc1S(=O)(=O)c1ccccc1 | 25.7% | -1.0%
CC(C)C(NC(=O)c1ccccc1)C(=O)OCc1cc([N+](=O)[O-])cc2c1OCOC2 (stereo not given) | 21.3% | -11.7%
O=C(CSC1=NCCS1)N1CCN(c2ccccc2)CC1 | -4.1% | -2.3%
CCCCCn1c(CNC(=O)c2cccs2)nc2ccccc21 | -19.0% | 2.4%
CC(=O)N1CCC(C(=O)Nc2nc(-c3ccccc3)ns2)CC1 | -8.4% | -12.8%
Cn1c(Cn2c(=O)sc3ccccc32)nnc1SCC(=O)N1CCCC1 | 33.7%[activator] | 7.6%
Cc1nnc(SCc2nc3ccccc3s2)n1-c1ccccc1 | -7.0% | -3.5%
C/C(=N/NC(=O)CN1CCN(Cc2ccccc2Cl)CC1)c1ccncc1 | -4.4% | 2.5%
O=C(Nc1cccc(NC(=O)c2ccc(-c3ccc(Br)cc3)o2)c1)c1ccco1 | 6.2% | -17.2%
CC(C)CC(c1nnnn1Cc1ccccc1)N1CCC(C(N)=O)CC1 (stereo not given) | 5.2% | -4.1%
COc1ccc2cc(C(c3nnnn3C3CCCC3)N3CCCCCC3)c3nnnn3c2c1 (stereo not given) | -4.9% | -0.7%
COc1ccccc1OCCC(=O)OCC(=O)Nc1cccc(Br)c1 | 7.8% | 6.0%
CC(=O)NC1=NN(C(C)=O)C(C)(c2ccc(Cl)s2)S1 (stereo not given) | 10.3% | 12.6%

In a second layout: 6 of the compounds above
| structure | p53null 39C tox | p53null 32C kill |
| --- | --- | --- |
| C/C(=N/NC(=O)CN1CCN(Cc2ccccc2Cl)CC1)c1ccncc1 | -4.4% | 2.5% |
| O=C(Nc1cccc(NC(=O)c2ccc(-c3ccc(Br)cc3)o2)c1)c1ccco1 | 6.2% | -17.2% |
| CC(C)CC(c1nnnn1Cc1ccccc1)N1CCC(C(N)=O)CC1 (stereo not given) | 5.2% | -4.1% |
| COc1ccc2cc(C(c3nnnn3C3CCCC3)N3CCCCCC3)c3nnnn3c2c1 (stereo not given) | -4.9% | -0.7% |
| COc1ccccc1OCCC(=O)OCC(=O)Nc1cccc(Br)c1 | 7.8% | 6.0% |
| CC(=O)NC1=NN(C(C)=O)C(C)(c2ccc(Cl)s2)S1 (stereo not given) | 10.3% | 12.6% |

Later entries:
SMILES | p53null 39C tox | p53null 32C kill
Cc1nnn(-c2nonc2N)c1C(=O)N/N=C/c1cccc2ccccc12 | 2.8%[1.84 µM] | -1.9%
COC(=O)c1c(NC(=O)c2nn(C)cc2Cl)sc2c1CCCC2 | -6.4% | 2.6%
COc1cccc(CNC(=O)C2CCN(c3cnccn3)CC2)c1 | 17.0% | 1.8%
CC(=O)Nc1cccc(NC(=O)c2cc(C)on2)c1 | 9.5% | -7.4%
C=CCNC(=S)NNC(=O)C(CCCC)CC(C)(C)O (stereo not given) | -8.5% | -10.0%
C=CCN(CC=C)S(=O)(=O)c1ccc(NC(=O)COc2ccccc2OC)cc1 | -13.6% | -17.2%
CCCOCC1CC2(CC(C)(c3csc(N)n3)OC2=O)C(=O)O1 (stereo not given) | 5.3% | 10.5%
O=C(c1cccs1)N(Cc1ccco1)c1nc(-c2ccc(F)cc2)cs1 | 3.0% | -2.1%
O=c1oc2ccccc2c(N2CCCCC2)c1CN1CCCCC1 | -8.7% | -10.1%
CC(C)NC(=O)NS(=O)(=O)c1cnccc1N1CCCCC1 | -19.2% | 5.8%
FC(F)(F)C(Oc1nc(Nc2ccc(Cl)cc2)nc(N2CCOCC2)n1)C(F)(F)F | 7.0% | 5.0%
N#Cc1cccc(C(c2nnnn2C2CCCC2)N2CCC(Cc3ccccc3)CC2)c1 (stereo not given) | 26.0% | -0.8%
CCN1C(=O)c2ccc(C(=O)NCc3ccc4c(c3)OCO4)cc2C1=O | -1.2% | -1.1%
NC(=O)C1CCN(C(c2ccccc2)c2nnnn2C2CCCC2)CC1 (stereo not given) | 12.6% | -3.9%
CC(=O)Nc1ccc(S(=O)(=O)N2CCN(C(=O)c3ccccc3F)CC2)cc1 | 12.7% | 3.1%
CC(C)OC(=O)c1c(NS(=O)(=O)c2ccccc2)sc2c1CCCC2 | 12.3% | 3.5%
CC(C)NC(=O)Cn1nc(C(F)(F)F)c2c1CCC2 | -6.9% | -2.2%
O=C(COc1ccc(S(=O)(=O)NC2CCCCC2)cc1)NC1CCCCC1 | 15.2% | -6.3%
Cc1nc2ccccc2n1CC(=O)NCCN1CCOCC1 | -10.5% | -3.2%
Cc1ccccc1NC(=O)CCSc1nnnn1-c1ccccc1 | -8.0% | -2.2%
COc1ccc(S(=O)(=O)N2c3cc(Cl)ccc3Oc3nc4ccccc4nc32)cc1 | -10.9% | 0.6%
Clc1ccccc1CN(Cc1ccco1)Cc1nnnn1C1CCCC1 | -10.8% | 27.0%
CC1=C(C(=O)N(C)C)C(c2cccs2)NC(=O)N1 (stereo not given) | 22.2% | 12.9%
CCNS(=O)(=O)c1ccc(C)c(-n2cnnn2)c1C | 5.6% | 8.9%
COc1cccc(N(C(=O)c2ccn[nH]2)C2(C(=O)Nc3c(C)cccc3C)CCCCC2)c1 | -14.2% | -9.0%

Whole records from above. Screens in order: p53null 39C tox	p53null 32C kill
`CC1=C(C(=O)N(C)C)C(c2cccs2)NC(=O)N1` (stereo not given) reads 22.2%	12.9%
`O=C(COc1ccc(S(=O)(=O)NC2CCCCC2)cc1)NC1CCCCC1` reads 15.2%	-6.3%
`CC(C)OC(=O)c1c(NS(=O)(=O)c2ccccc2)sc2c1CCCC2` reads 12.3%	3.5%
`COc1cccc(CNC(=O)C2CCN(c3cnccn3)CC2)c1` reads 17.0%	1.8%
`COc1cccc(N(C(=O)c2ccn[nH]2)C2(C(=O)Nc3c(C)cccc3C)CCCCC2)c1` reads -14.2%	-9.0%

(more compounds)
SMILES | p53null 39C tox | p53null 32C kill
Cc1cccn2c(=O)c3cc(C#N)c(=N)n(Cc4ccncc4)c3nc12 | 20.7% | 2.8%
CCOC(=O)c1ccc(NC(=O)C2CCN(C(=O)c3ccc(OC)c(OC)c3)CC2)cc1 | 3.6% | 8.4%
NC(=O)CSc1nnc(Cn2c(=O)sc3ccccc32)n1-c1ccccc1 | 2.9% | 24.0%
Cc1ccc(S(=O)(=O)NC(=O)COc2ccccc2C)cc1 | 33.9% | 3.4%
CN(C)c1ccc(N2C(=O)CC(Nc3ccc(N4CCOCC4)cc3)C2=O)cc1 (stereo not given) | 12.1% | 14.1%
CCN1CCN(CC(=O)NC2CCCCC2)C(=O)C1=O | 0.9% | 8.2%
CCOC(=O)C1=C(N)n2c(s/c(=C\c3ccco3)c2=O)=C(C(=O)OC(C)C)C1c1ccco1 (stereo not given) | 14.3% | 7.1%
Clc1ccc2c(c1)[C@H]1OCC[C@H]1[C@@H](c1ccco1)N2 | -26.7% | ?
CCOC(=O)/C(=N\Nc1ccccc1Cl)N1CCN(C)CC1 | 3.2%[1.84 µM] | -2.2%
O=c1cc(N2CCc3ccccc3C2)[nH]c(=O)n1Cc1ccc(F)cc1 | 21.3% | -1.4%
CCCCn1c(SCC(=O)N2c3ccccc3Sc3ccccc32)nc2c1c(=O)n(C)c(=O)n2C | 49.6% | 18.6%
Cc1ccc(-n2nc3c(n2)/C(=N/O)CC/C3=N\O)cc1 | ? | ?
CCOCc1nc(N)[nH]c(=O)c1Cc1ccc(OC(C)C)cc1 | -6.9% | -0.5%
CCOc1ccc(C(=O)NC2CCN(C(=O)N3CCCC3)CC2)cc1 | 25.0% | 6.7%
CCCCCc1ccc(-c2ccc(C(=O)O)cc2)nc1 | -4.6% | -13.9%
Cc1nonc1OCC(C)(COc1nonc1C)NC(=O)c1ccccc1 | -12.6% | 1.5%
CN(C)c1ccc(C(=O)c2ccc(N(C)C)c3ccccc23)cc1 | -7.5% | 3.6%
O=C(CN1CCN(Cc2ccccc2)CC1)N/N=C/c1c[nH]c2ccccc12 | 28.8%[1.84 µM] | 9.4%
O=C(Cn1ncc2ccccc21)N1CCN(c2cccc(C(F)(F)F)c2)CC1 | -6.1% | -5.7%
O=C(c1ccc(Cl)c(S(=O)(=O)N2CCOCC2)c1)N1CCN(Cc2ccccc2)CC1 | 19.6% | 3.3%
CCCC1(C(=O)OCC)NC(c2ccc(N(C)C)cc2)C2C(=O)N(c3ccc4c(c3)OCCO4)C(=O)C21 (stereo not given) | 13.6% | 12.5%
CCOC(=O)c1cc2occc2n1CC(=O)NC1CCCCC1C (stereo not given) | 10.2% | 1.0%
O=C(Nc1ccccc1)c1sc(N2CCOCC2)nc1-c1ccccc1 | 0.2% | -0.3%
c1ccc(Cn2cnc3ccccc32)cc1 | 0.3% | -1.0%
O=C(Cc1c[nH]c2ccccc12)OCCOC(=O)Cc1c[nH]c2ccccc12 | 16.9% | 4.7%
Cc1cccc(NC(=O)CSc2ccc(-c3cccs3)nn2)c1C | -0.2% | -21.8%
Cc1cccc2sc(NC(=O)C3=NN(c4ccccc4)C(=O)CC3)nc12 | 6.9% | 4.2%
C/C=C(\C)C(=O)OC1c2c(ccc3ccc(=O)oc23)OC(C)(C)C1OC(C)=O (stereo not given) | -3.3% | 15.3%
Cc1nnc(NC(=O)CSc2nnc(Cc3cccn3C)n2-c2cccc(C)c2C)s1 | 10.7% | 5.8%
